# STAT3 act = STAT3 signaling activation | U3A cells, IL-6 STAT3-luciferase reporter, luminescence; 100% = signal with IL-6 EC80 alone | activation (% of control), % at 5.6 µM | 190,000 compounds, 0.91% hits;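 active = activation above the screen-wide mean of compound activation plus 3 SD, cut at about 130% in these data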;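 also: 0% = background luminescence of wells with medium and substrate only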
#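 Detection: reporter luminescence signal / Assay system: STAT1-lacking human U3A cells, STAT3 luciferase reporter / Incubation: compound pre-incubation 1 h before IL-6, then 6 h stimulation at 37 °C / Control set: IL-6-only high control / Read-out: % activation relative to IL-6 control / Probe or stimulus: Interleukin-6, 33 ng/mL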
# STAT1 blocker = STAT1 signaling inhibition; inhibition, % at 5.5 µM; AID 920; NIH 3T3 STAT1-luciferase reporter, IFN-gamma, luminescence; 200,000 compounds, 0.35% hits;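 active = inhibition above a set limit, the mean inhibition across all tested compounds plus 3 SD, cut at about 34% in these data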;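 also: 0% = IFN-gamma with DMSO and 100% = IFN-gamma with 300 µM nifuroxazide; values of inactives mirror those of a sister screen read the other way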
# ROMK mod = modulators of human ROMK potassium channel. Tet-inducible ROMK, thallium flux fluorescence; actives lie on both sides. 130,000 compounds, 2% hits. B-score at 10 µM. P48048;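 active = signal ratio slope over the read window, or its plate-corrected B-score, at least 3 SD from the plate mean, either direction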;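 also: B-score of the F/F0 ratio slope over 7 to 12 s after thallium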
# PPARg SRC1 recr = PPARgamma-driven SRC-1 recruitment agonism; P37231; PPARgamma-SRC-1 coactivator recruitment biochemical assay; activation, % at 8 µM; 200,000 compounds, 0.41% hits; in the data active = activation above about 19%;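 also: 0% = DMSO and 100% = reference agonist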
# Target sequence (P37231 whole entry, looked up): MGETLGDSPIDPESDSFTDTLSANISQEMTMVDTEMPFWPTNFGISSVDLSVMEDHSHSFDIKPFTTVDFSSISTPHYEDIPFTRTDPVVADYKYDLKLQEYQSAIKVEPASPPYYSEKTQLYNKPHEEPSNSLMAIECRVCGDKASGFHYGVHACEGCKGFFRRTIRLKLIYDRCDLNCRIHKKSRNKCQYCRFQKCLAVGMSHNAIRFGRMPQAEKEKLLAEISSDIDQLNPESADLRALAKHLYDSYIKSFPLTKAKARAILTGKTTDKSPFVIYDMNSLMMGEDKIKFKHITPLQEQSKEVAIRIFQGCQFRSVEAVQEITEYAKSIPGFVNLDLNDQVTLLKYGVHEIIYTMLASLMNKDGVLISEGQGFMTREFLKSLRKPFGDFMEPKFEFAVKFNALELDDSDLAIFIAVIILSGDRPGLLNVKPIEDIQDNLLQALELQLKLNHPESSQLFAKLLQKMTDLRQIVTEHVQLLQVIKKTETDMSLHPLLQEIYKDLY
# PPARg SRC-2 ag = promotes SRC-2 coactivator recruitment by human PPARgamma | PPARgamma LBD-SRC-2 recruitment, biochemical | activation, % at 8 µM | 200,000 compounds, 0.34% hits | AID 1032; in the data active = activation above about 22%;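 also: 0% = vehicle and 100% = reference agonist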
# S1P3 antagonist = blocks the human S1P3 receptor; Q99500; CHO S1P3 NFAT-BLA reporter, FRET fluorescence, antagonist mode; inhibition, % at 4.98 µM; 170,000 compounds, 0.27% hits; AID 485;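 active = inhibition above the plate cutoff, the mean inhibition of test wells on that plate plus 3 SD, cut at about 28% in these data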;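 also: cells challenged with S1P at its EC80 of 0.8 µM; blue over green emission ratio from cleaved BLA substrate after 4 h stimulation; 0% = S1P-stimulated wells and 100% = unstimulated DMSO-only wells; some compounds past the cut are filed as inactive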
# Target sequence (Q99500 whole entry, looked up): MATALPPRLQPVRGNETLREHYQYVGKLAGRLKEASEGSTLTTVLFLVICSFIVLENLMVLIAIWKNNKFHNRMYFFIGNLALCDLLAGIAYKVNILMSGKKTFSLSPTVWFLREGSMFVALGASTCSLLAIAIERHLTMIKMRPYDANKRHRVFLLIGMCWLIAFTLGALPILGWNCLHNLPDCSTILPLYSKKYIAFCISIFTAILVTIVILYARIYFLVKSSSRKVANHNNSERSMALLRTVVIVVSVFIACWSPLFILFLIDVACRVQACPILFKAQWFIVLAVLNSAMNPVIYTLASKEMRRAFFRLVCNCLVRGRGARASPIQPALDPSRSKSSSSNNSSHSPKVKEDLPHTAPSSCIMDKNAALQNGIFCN
# STAT3 inh = reduces IL-6 driven STAT3 reporter signal; U3A cells, IL-6 STAT3-luciferase reporter, luminescence; host cell line lacks STAT1; inhibition, % at 5.5 µM; 190,000 compounds, 0.89% hits; AID 862;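 active = inhibition above the mean inhibition across all screened compounds plus 3 SD, cut at about 44% in these data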;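 also: 0% = DMSO only wells and 100% = 100 µM nifuroxazide control wells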
# SRC2 TRFRET art = counter-screen for PPARgamma SRC-2 recruitment agonists: TR-FRET artefact; AID 1049; active compounds read high; TR-FRET ratio at 8 µM; 200,000 compounds, 0.4% hits; in the data active = TR-FRET ratio above about 2000; also: inactives centre near 1500
# TLR4-MyD88 BLA = inhibitors of human TLR4-MyD88 binding. O00206+Q99836. HeLa CL3-4 TLR4/MyD88 BLA complementation, FRET ratio. inhibition, % at 8.4 µM. 200,000 compounds, 0.18% hits; in the data active = inhibition above about 25%;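 also: 0% = vehicle and 100% = reference inhibitor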
# PPARg SRC-3 ag = promotes SRC-3 coactivator recruitment by human PPARgamma. biochemical PPARgamma/SRC-3 coactivator recruitment assay. activation, % at 8 µM. 200,000 compounds, 0.26% hits. AID 731; in the data active = activation above about 23%;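 also: 0% = DMSO and 100% = reference agonist; some compounds past the cut are filed as inactive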
# RAM inhibit = yeast RAM network inhibition; S. cerevisiae dse1pr::URA3 reporter, 5-FOA growth OD615, 2 d; analog-sensitive cbk1-as2 kinase mutant strain; inhibition, % at 50 µM; 190,000 compounds, 1.8% hits; AID 868;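 active = inhibition above a set limit, 3 SD over mean compound inhibition, cut at about 8.4% in these data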;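 also: 0% = DMSO-only wells with no growth and 100% = 10 µM 1-NA-PP1 full growth; inhibition rescues growth on 5-FOA so higher OD means more RAM inhibition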
# An asterisk follows results filed as active; x = not tested or not shown.
Molecule	STAT3 act	STAT1 blocker	ROMK mod	PPARg SRC1 recr	PPARg SRC-2 ag	S1P3 antagonist	STAT3 inh	SRC2 TRFRET art	TLR4-MyD88 BLA	PPARg SRC-3 ag	RAM inhibit
COc1cc(C(=O)OCC(=O)N2CCCCC2C)ccc1OCc1c(C)noc1C (stereo not drawn)	101	3	-0.55	-1	-8	9	5	1624	5	-3	-0.4
COc1cc(C(Nc2ccccn2)c2ccc3ccc(C)nc3c2O)cc(OC)c1O (stereo not drawn)	95	7	x	-3	0	12	9	1541	-7	-2	-0.9
CSc1cccc(NC(=O)CCNC(=O)c2ccco2)c1	102	1	-0.21	-2	-1	-4	-1	1581	0	-3	1.4
Fc1ccc(Cn2nnnc2CN2CCN(C3CCCCC3)CC2)cc1	104	-6	x	6	3	29	6	1689	-5	-5	-0.3
O=C(N/C(=C/c1ccc(Br)cc1)c1nc2ccccc2[nH]1)c1ccco1	109	-9	x	0	-1	x	-5	1536	-2	1	1.9
Nc1nc(-c2cccc(NS(=O)(=O)c3ccccc3)c2)cs1	102	7	x	-2	2	53*	2	1634	-2	7	1.1
CCc1nnc(NCC(=O)N2CCc3ccccc32)s1	109	3	x	3	9	-5	-4	1662	-13	10	1.1
CC1CCCCC1NC(=O)Cn1ncc2ccccc21 (stereo not drawn)	101	0	x	2	1	-13	4	1549	-8	17	0.8
COc1ccccc1NC(=S)NCCc1ccc(S(N)(=O)=O)cc1	103	3	0.012	1	5	-7	-1	1711	10	4	0.0
Cc1cc(NC(=S)NC(=O)C2CC2)ccc1Br	119	-43	x	4	3	-1	-29	1628	-7	-11	-2.0
COc1ccc(CN(C)Cc2nc3cc(OC)c(OC)cc3c(=O)[nH]2)c(OC)c1	107	-7	0.22	2	12	-4	-3	1640	-4	2	-0.9
O=C(/C=C/c1ccccc1)Nc1ccc(C(=O)N2CCCCC2)cc1	92	2	-0.65	8	4	5	14	1727	1	-2	1.8
CCc1ccc(C(=O)CN2C(=O)NC(C)(CCc3ccccc3)C2=O)cc1 (stereo not drawn)	110	-3	x	2	2	7	-10	1626	-6	1	5.4
COc1ccc(-c2nc(CN(C)C(C)c3ccon3)c(C)o2)c(C)c1C (stereo not drawn)	99	0	-0.21	-1	-2	-8	7	1595	-10	-2	0.0
CCCCN(CC)Cc1ccc(CNC(=S)Nc2cccc(F)c2)o1	108	2	0.89	4	5	9	-3	1576	-6	3	-1.2
C=CCNC(=O)CC1C(=O)NCCN1Cc1c(F)cccc1Cl (stereo not drawn)	97	7	0.091	4	12	-12	9	1532	5	-2	3.9
CSC1=C(C#N)C(c2ccncc2)C(C(=O)Nc2ccccc2)=C(C)N1 (stereo not drawn)	93	4	0.032	-8	0	6	19	1497	9	0	-0.2
Cc1cccc(NC(=O)c2cc(NC(=O)C3CC=CCC3C(=O)O)ccc2N2CCOCC2)c1 (stereo not drawn)	100	7	x	2	10	-19	2	1741	-3	11	1.4
O=C(Cn1cnc2c(nnn2Cc2ccccc2F)c1=O)NCC1CCCO1 (stereo not drawn)	96	-2	1.2	-1	6	-27	8	1478	15	-11	1.9
Cc1nc2ncnn2c(N2CCCC(C(=O)Nc3ccc4c(c3)CCC4)C2)c1C (stereo not drawn)	91	15	x	3	9	x	16	1659	-1	-4	1.8
CN1CCN(CC(=O)Nc2cc(N3CCOCC3)ccc2[N+](=O)[O-])CC1	101	1	-0.67	1	4	-13	-1	1589	-8	-4	2.3
O=C(OCc1nnc(-c2ccccc2)o1)c1ccc2ccccc2n1	101	-3	x	-5	7	-10	2	1515	4	0	1.2
O=C(Nc1ccc2oc(-c3ccccc3)nc2c1)C1CCCO1 (stereo not drawn)	112	-63	0.67	-3	-12	-13	-9	1409	3	1	-0.5
Cc1ccc(C)c(NC(=O)C2=CCN(S(=O)(=O)c3ccc(F)cc3)CC2)c1	101	-1	0.71	-9	-2	-4	-2	1325	10	1	1.4
CCN(Cc1ccccc1)C(=O)CSc1nc(C)cc(C)c1C#N	87	6	x	-1	9	-9	21	1756	-1	4	0.2
CCOC(=O)N1CCN(C(=O)COc2ccc(Cl)cc2C)CC1	94	-1	x	2	7	x	8	1496	-11	8	1.4
CCn1c(Cc2cccs2)nnc1SCC(=O)c1ccc(C)cc1	97	-7	x	18	0	x	5	1629	7	7	1.6
COc1cc(OC)cc(C(=O)NCCC(=O)NCCc2ccc(OC)c(OC)c2)c1	107	3	-0.04	9	-1	-3	-11	1620	5	-2	1.7
Cc1ccc(C)c2[nH]c(=O)c(CCNC(=O)c3ccco3)cc12	86	8	-0.026	-6	-8	-14	20	1427	-15	-4	1.1
C=CCn1c(N)c(C(=O)Nc2cccc(C)c2)c2nc3ccccc3nc21	88	-10	x	0	-4	x	22	1457	-14	-4	1.9
COc1cc(C)c(C#N)c(OC)n1	106	-4	x	4	12	5	-4	1654	-10	8	1.2
Cc1ccc(-n2cc(C(=O)O)c(=O)cc2C)c(C)c1	100	0	0.47	15	4	-14	2	1833	9	1	0.4
CCCCCCCCc1c(O)nc(-n2[nH]c(C)c(CCO)c2=O)[nH]c1=O	102	-3	0.88	1	-6	-6	5	1384	4	7	-0.6
COc1ccc(C[C@H]2CN3C(=NC[C@@H]3Cc3ccc(O)cc3)N2CCNC(=O)c2ccc(C)c(Br)c2)cc1	x	8	x	-2	0	1	x	1387	-8	-4	-0.1
CCCc1nnc(NC(=O)Cn2c(=O)oc3ccccc32)s1	105	6	-0.39	1	-5	-25	-2	1645	-11	-4	2.1
CN(C)NC1CCS(=O)(=O)C1 (stereo not drawn)	99	2	x	-8	-3	x	10	1618	8	-2	1.8
CC12/C(=N/O)C3C4CC5C3/C(=N/O)C1C5C42 (stereo not drawn)	96	2	x	-2	-3	-17	8	1625	4	2	1.2
CCCCC(=O)NCCNC(=O)c1cc(OCC(F)(F)F)ccc1OCC(F)(F)F	105	2	0.25	2	-2	x	-6	1639	-2	-8	1.1
Cc1ccc2c(c1)c1c3n2CCCNC3CCC1 (stereo not drawn)	104	10	-2.1*	13	0	14	-1	1633	13	4	2.0
COc1cc2cc(CN(CCN3CCCC3)C(=O)Nc3ccccc3Cl)c(=O)[nH]c2cc1OC	96	5	-0.62	14	0	4	9	1624	-8	0	-0.5
COc1ccccc1NC(=O)CSc1nc2ccccc2c(=O)n1CCNC(C)=O	98	0	0.1	1	0	-3	5	1705	-3	4	2.9
CC(C)(C)CC(C)(C)NCC(O)COc1ccc2c(c1)CCC2 (stereo not drawn)	98	-3	x	0	0	x	7	1677	4	7	x
Cc1ccccc1NC1=C(C(=O)c2ccccc2)N(C)S(=O)(=O)c2ccccc21	100	3	x	4	2	x	5	1592	-6	12	4.3
CCCCCC(=O)Nc1ccc(S(=O)(=O)Nc2ccc(Cl)nn2)cc1	100	-2	x	5	8	-22	-2	1589	0	6	-0.6
Clc1ccc(-c2cc3ccccc3nc2N2CCCC2)cc1	106	10	x	3	3	x	-1	1648	3	0	0.7
CCOC(=O)c1sc(-c2ccccc2)cc1NC(=O)c1ccc(S(=O)(=O)N(CCOC)CCOC)cc1	101	-8	0.25	0	-4	5	2	1446	-5	1	18*
CCCCN(C)C(=O)CCCCn1c(=O)[nH]c2cc(OCC)c(OCC)cc2c1=O	104	11	0.94	-1	0	9	-1	1335	-14	-8	0.1
CCOC(=O)c1c(NC(=O)CSc2nncs2)sc(C)c1C	91	-1	x	16	18	x	20	1541	-3	17	5.2
COc1cc(C(=O)Nc2ccc3c(c2)OCO3)ccc1-n1cnnn1	89	6	-0.52	10	12	1	15	1665	6	11	1.8
Cc1cc(Br)ccc1OCc1nc(-c2cccnc2)no1	98	-14	x	-5	-4	-13	6	1403	-5	-7	6.5
O=C(NNC1CC(=O)N(c2ccccc2)C1=O)c1ccc(COc2ccccc2Cl)o1 (stereo not drawn)	104	-3	-0.96	2	11	4	-5	1616	-13	0	0.7
Cc1noc(C)c1CSc1nnc(-c2ccccc2)n1Cc1ccco1	95	-2	-1.1	-1	6	22	10	1454	-3	-16	0.8
Cc1nn(CCOc2ccccc2)c(=O)n1-c1ccc(F)cc1	126	-19	x	0	0	x	-26	1445	-3	6	1.3

# Screening results deposited in PubChem BioAssay by several laboratories.
